# proCasp7 act – activates human procaspase-7, counter-screen for procaspase-3 activators; P55210; recombinant procaspase-7, Ac-DEVD-pNA absorbance 405 nm; D23A/D198A/D206A triple mutant, cannot self-cleave; scale: DMSO 0, 5 µM enzyme 100; activation, % at 8.5 µM; actives 0.093% (n = 330,000); AID 463210;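 active means percent activation above the screen-wide mean plus 3 SD, cut at about 25% in these data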
# Target sequence (P55210 whole entry D23A/D198A/D206A): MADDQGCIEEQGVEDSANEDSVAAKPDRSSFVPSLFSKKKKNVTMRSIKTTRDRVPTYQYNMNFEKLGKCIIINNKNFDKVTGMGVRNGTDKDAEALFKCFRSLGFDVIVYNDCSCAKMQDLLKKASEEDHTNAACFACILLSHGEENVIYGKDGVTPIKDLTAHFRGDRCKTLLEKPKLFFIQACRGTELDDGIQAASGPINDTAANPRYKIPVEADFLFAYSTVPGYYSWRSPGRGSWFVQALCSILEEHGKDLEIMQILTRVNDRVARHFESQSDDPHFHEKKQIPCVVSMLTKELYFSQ
#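 Material: Procaspase-7 triple mutant (PC-7 D3A) | Quantity: 2 µM procaspase-7 mutant as dispensed | Reagent: DEVD-pNA substrate | Times: 1 h preincubation, 2 h reaction | Technique: 405 nm absorbance of p-nitroaniline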
# TPT1 inh – blocks Candida albicans tRNA 2'-phosphotransferase. recombinant caTPT1, FP RNA substrate dephosphorylation. actives 0.81% (n = 300,000). inhibition, % at 5 µM. AID 1962;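 active means inhibition above the mean of all tested compounds plus 3 SD, set per screening campaign, cut at about 24% in these data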;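 further: plate controls were DMSO alone for no effect and ferristatin control at 100 nM for full effect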
# PP1 inh – counter-screen for PP5 inhibitors: inhibitors of human PP1-alpha. AID 2235. inhibition, % at 6.7 µM. purified PP1alpha, OMFP fluorescence. actives 0.9% (n = 320,000). P62136;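 active means inhibition above the mean inhibition of all tested compounds plus 3 SD, computed separately for each screening campaign, cut at about 15% in these data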
# Target sequence (P62136 whole entry, looked up): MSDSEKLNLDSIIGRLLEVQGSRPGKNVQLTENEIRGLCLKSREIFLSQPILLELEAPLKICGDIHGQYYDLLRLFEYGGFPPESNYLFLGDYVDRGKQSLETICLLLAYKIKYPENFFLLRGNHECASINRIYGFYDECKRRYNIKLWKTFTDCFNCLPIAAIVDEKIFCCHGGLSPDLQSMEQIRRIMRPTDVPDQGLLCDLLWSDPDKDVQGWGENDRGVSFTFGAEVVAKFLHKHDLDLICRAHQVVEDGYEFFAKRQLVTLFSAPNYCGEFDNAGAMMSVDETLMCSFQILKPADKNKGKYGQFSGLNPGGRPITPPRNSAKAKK
# CTSL1 counter – blocks F. hepatica cathepsin L1 in PFM18AAP counter-screen. recombinant F. hepatica cathepsin L1, Z-Leu-Arg-MCA fluorescence. inhibition, % at 5.96 µM. actives 0.49% (n = 300,000). AID 1906;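 active means inhibition above the mean of all tested compounds plus 3 SD, set per screening campaign, cut at about 17% in these data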;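 further: 0% = plate median of test compound wells and 100% = 1 µM Z-Phe-Ala-diazomethylketone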
# PAFAH2 FP inh – PAFAH2 (human) inhibition; actives 0.99% (n = 340,000); recombinant PAFAH2, FP-rhodamine activity probe, fluorescence polarization; AID 492956; inhibition, % at 3.39 µM; Q99487;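 active means inhibition above the mean over all tested compounds plus 3 SD, cut at about 30% in these data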;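 further: inhibitors block probe labeling of enzyme so polarization drops; 0% = enzyme with DMSO and 100% = wells lacking PAFAH2 protein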
# AHR act – human AHR activation; P35869; AHR-responsive luciferase reporter cells, luminescence; activation, % at 5 µM; actives 2.5% (n = 320,000); AID 2796; in the data active means activation above about 47%;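 further: 0% = vehicle wells and 100% = reference agonist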
# PP5 primary – blocks human protein phosphatase 5 activity; P53041; purified PP5c, OMFP substrate fluorescence; inhibition, % at 6.7 µM; actives 0.18% (n = 320,000); AID 1987;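 active means inhibition above the campaign's mean inhibition across all tested compounds plus 3 SD, cut at about 9.5% in these data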;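 further: 0% = DMSO only and 100% = 100 µM cantharidin control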
# proCasp3 act – procaspase-3 (human) activation; P42574; activation, % at 8.5 µM; recombinant procaspase-3 D3A, Ac-DEVD-pNA absorbance 405 nm; actives 0.11% (n = 330,000);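 active means activation above the mean of all tested compounds plus 3 SD, cut at about 21% in these data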;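 further: 0% = DMSO alone and 100% = DMSO wells spiked with extra 5 µM PC-3 D3A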
# Target sequence (P42574 whole entry D9A/D28A/D175A): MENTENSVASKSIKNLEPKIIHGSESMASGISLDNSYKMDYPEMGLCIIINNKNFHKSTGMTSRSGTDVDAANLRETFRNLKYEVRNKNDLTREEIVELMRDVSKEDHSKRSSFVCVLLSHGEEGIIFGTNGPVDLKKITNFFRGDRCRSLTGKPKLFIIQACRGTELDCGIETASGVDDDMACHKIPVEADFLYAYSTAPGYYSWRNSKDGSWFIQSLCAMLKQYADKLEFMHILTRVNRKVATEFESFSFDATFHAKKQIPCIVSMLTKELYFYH
#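 Test system: Procaspase-3 D3A mutant; medium: Zinc-free HEPES/NaCl buffer with 0.01% Triton X-100 at pH 7.4; reagent: DEVD-pNA substrate; doses: one concentration, 8.5 µM nominal, 0.8% DMSO; times: 1 h preincubation plus 2 h reaction at 25 °C; signal: Epi-absorbance at 405 nm of released p-nitroaniline, 0 and 120 min; replicates: singlicate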
# core dimer inh – blocks dimerization of HCV core protein; TR-FRET GST/Flag-core106 dimerization, 1536-well; inhibition, % at 5 µM; actives 0.33% (n = 300,000);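 active means inhibition above the mean of all tested compounds plus 3 SD, set per screening campaign, cut at about 45% in these data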
#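 test system = GST/Flag-tagged HCV core106 proteins | probe or stimulus = Eu donor and XL665 acceptor anti-tag antibodies | times = compound-protein-antibody incubation 4 h at 22.5 °C | signal = TR-FRET, excitation 340 nm, emission 617 and 671 nm | measure = percent inhibition of core106 dimerization signal | controls = wells lacking GST-core106 and wells with excess unlabelled core106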
# The depositor's hits bear a star; x = not tested or not shown.
SMILES,proCasp7 act,TPT1 inh,PP1 inh,CTSL1 counter,PAFAH2 FP inh,AHR act,PP5 primary,proCasp3 act,core dimer inh
O=C(COc1ccc2c3c(c(=O)oc2c1)CCC3)N1CCCC1,11,-1,2,1,-24,-2,-0.3,4,-2
C/C(=N\NC(=O)c1cc(C)[nH]n1)c1cccs1,2,0,-3,4,-2,12,-1.0,-3,-5
COc1ccc(C2CC(c3ccccc3)=NN2C(=O)COC(=O)c2cccc(S(=O)(=O)N(C)C)c2)cc1 (stereo unspecified),10,1,7,1,9,5,4.8,-8,9
C[C@H](NC(=O)c1ccccc1)C(=O)N1CCN(Cc2ccc3c(c2)OCO3)CC1,-1,x,x,x,4,1,x,2,x
C[C@H](CO)N1C[C@H](C)[C@@H](CN(C)CC2CCCCC2)Oc2c(NC(=O)CCC(F)(F)F)cccc2C1=O,-11,x,x,x,2,1,x,1,x
O=CNCCCc1nc2ccccc2n1Cc1ccccc1,9,3,-2,-3,-2,-1,7.0,6,-1
CCc1c(C)sc(NC(=O)c2cc(C)on2)c1C#N,-6,-1,-4,-2,2,2,0.8,5,0
CCOC(=O)c1cnc2c(OC)cccc2c1Oc1ccccc1,1,-1,4,-4,-1,12,1.2,0,4
Cn1nc(C(=O)NNC(=O)c2cccc(Cl)c2)ccc1=O,6,x,x,x,-4,-2,x,5,x
O=C(NCCc1cccs1)C1CC(c2ccc([N+](=O)[O-])cc2)=NO1 (stereo unspecified),6,1,0,1,-2,9,-0.9,3,4

# Copied from the list:
# Entry for CCOC(=O)c1cnc2c(OC)cccc2c1Oc1ccccc1 in PAFAH2 FP inh: -1
# Entry for O=CNCCCc1nc2ccccc2n1Cc1ccccc1 in TPT1 inh: 3

# Remaining list, next part:
SMILES,proCasp7 act,TPT1 inh,PP1 inh,CTSL1 counter,PAFAH2 FP inh,AHR act,PP5 primary,proCasp3 act,core dimer inh
CC12CC(c3ccccc3O1)C(/C(N)=N/NC(=O)c1ccc(F)cc1)C(=O)N2 (stereo unspecified),5,-2,-1,-2,-1,-2,1.1,-1,-3
COc1ccc(-c2csc(NC(=O)C3=NN(c4ccccc4)C(=O)CC3)n2)cc1,11,-2,4,0,-1,11,4.2,8,12
COc1cc(OC)cc(-c2c(C#Cc3ccsc3)c3cc(-c4cc(F)cc(F)c4)ccc3n2C)c1,-3,x,x,x,-5,1,x,7,x
C[C@H](NC(=O)[C@H]1N2C(=O)c3ccccc3C2SC1(C)C)C(=O)N1CCC[C@H]1CO (stereo partly specified),-10,-1,1,-1,2,0,0.8,14,1
CS(=O)(=O)c1ccc(-c2nnc(NC(=O)c3ccc(S(=O)(=O)N4CCCC4)cc3)o2)cc1,5,3,3,2,5,0,-0.4,4,1
CCOC(=O)N1CCN(C(=O)c2cc3ccc(OC)cc3[nH]2)CC1,-1,-4,2,1,2,-1,-1.0,1,-11
COC(=O)c1oc2c(c1C)C1(CCC2)SCCS1,-8,3,-4,3,-6,-2,2.6,8,-6
Cc1cccc(-c2nc(N)nc(N)n2)c1,3,-2,-6,-2,7,10,0.8,-6,0
CC(CN1CCCC1)OC(=O)c1ccc(Cl)cc1 (stereo unspecified),18,4,1,0,0,-1,1.5,-3,2
CC(Cc1c[nH]c2ccccc12)C(=O)N1CCN(c2ccccc2F)CC1 (stereo unspecified),-1,-4,1,-3,-13,6,1.4,-3,-5
O=C1NCCN1Cc1ccc(F)cc1,10,0,-4,-2,6,-5,1.6,7,-3
CCc1sc(C(=O)NC)cc1Br,-1,-2,-3,-5,-1,2,2.4,2,2
COc1cc(OC)cc(C(=O)Nc2cccc(NC(=O)c3cc(OC)cc(OC)c3)n2)c1,-1,-3,0,-7,-1,21,4.0,-4,-8
O=C(O)C1CCCN(S(=O)(=O)c2ccc(-c3ccc(=O)[nH]n3)s2)C1 (stereo unspecified),8,1,-2,-1,9,0,-0.3,13,-1
COc1cccc(NC(=O)Cc2nnc(SCC(=O)NC(C)c3ccccc3)n2C)c1 (stereo unspecified),6,5,-4,6,3,1,-1.8,0,-7
Cc1cc(=O)n2nc(-c3ccccc3)sc2c1C#N,-4,0,0,1,13,33,0.9,-2,1
O=C(NCCc1ccccc1)C1CCCN1C(=O)Nc1ccccc1 (stereo unspecified),9,-4,-1,2,-8,0,0.4,-1,-3
COc1ccc(NC(=O)CCn2cccc2)c(OC)c1,-3,2,-5,-1,-3,0,-0.8,3,4
Cn1c(N)c(C(=O)COC(=O)c2ccco2)c(=O)n(C)c1=O,9,0,-3,-2,2,0,-2.1,9,-3
CC(C)NC(=O)/C(C#N)=C/c1ccc(N(C)C)o1,-1,158*,1,6,7,-4,3.5,-14,-23
Cc1ccc(S(=O)(=O)Nc2cc(C(F)(F)F)ccc2N2CCOCC2)c(C)c1,-6,2,6,3,7,1,7.2,-13,0
CCN(CC(=O)N1CCN(Cc2ccccc2)CC1)S(=O)(=O)c1ccccc1,-8,3,2,2,5,4,1.5,-2,-11
CN(C)S(=O)(=O)c1ccc(C(=O)OCc2ccc([N+](=O)[O-])cc2)cc1,9,1,-2,5,1,7,0.7,-8,1
O=c1cc(CSc2nnnn2-c2ccccc2)[nH]c2[nH]n(-c3ccccc3)c(=O)c12,-6,-2,1,-2,13,13,0.2,-5,-8
O=C(NCc1ccccc1F)C1CCCN(S(=O)(=O)c2ccc(-n3cnnn3)cc2)C1 (stereo unspecified),-4,1,-4,-4,-4,1,0.3,3,-1
Cc1nc2cc(NC(=O)c3ccc([N+](=O)[O-])s3)ccc2s1,8,6,6,-1,2,-14,-0.4,-8,-3
Cc1cccc(Nc2ccc(S(=O)(=O)N3CCOCC3)cc2[N+](=O)[O-])c1,-1,x,3,x,-1,0,1.7,2,x
O=C(O)c1cnc(-c2ccccc2)nc1Sc1ccccc1Cl,4,-4,5,7,10,8,-0.6,8,3
O=C(Nc1sccc1C(=O)NCc1ccco1)c1cccnc1,-10,24*,-5,3,9,16,3.8,-1,-2
CC(OC(=O)CN1C(=O)NC2(CCCC2)C1=O)C(=O)c1ccc(C(C)(C)C)cc1 (stereo unspecified),10,5,-7,-13,-2,2,-1.1,-1,3

# The closing two entries of the section before are carried over, then new ones follow:
SMILES,proCasp7 act,TPT1 inh,PP1 inh,CTSL1 counter,PAFAH2 FP inh,AHR act,PP5 primary,proCasp3 act,core dimer inh
O=C(Nc1sccc1C(=O)NCc1ccco1)c1cccnc1,-10,24*,-5,3,9,16,3.8,-1,-2
CC(OC(=O)CN1C(=O)NC2(CCCC2)C1=O)C(=O)c1ccc(C(C)(C)C)cc1 (stereo unspecified),10,5,-7,-13,-2,2,-1.1,-1,3
Cc1ccccc1OCc1nnc(SCc2cc(=O)[nH]c3ccccc23)o1,-3,4,2,4,5,3,0.9,-4,7
Cc1ccc(C)c(N2CCN(C(=O)CCCn3c(=O)c4cccn4c4cccnc43)CC2)c1,8,1,0,1,3,6,3.9,6,5
CC1CN(S(=O)(=O)c2cccc(C(=O)OC/C(O)=C(\C#N)c3nc4ccccc4[nH]3)c2)CC(C)O1 (stereo unspecified),-6,7,9,2,9,14,2.7,-7,22
COc1ccc(Cl)cc1N1C(=N)SCC1=O,1,3,0,0,2,2,2.8,0,-2
CCC(CC)NC(=O)c1cccc(Oc2ccccc2)c1,2,-1,-3,0,-1,7,0.4,2,4
COCCn1nnnc1C(c1ccc(OC)c(OC)c1)N1CCc2ccccc21 (stereo unspecified),3,1,-2,2,10,7,2.1,5,1
Cc1ccc(C(=O)NC(=S)Nc2ccc(N3CCOCC3)cc2)c(C)c1,-15,-6,0,3,3,1,2.4,-3,4
CNc1cc(=O)n(C)c(=O)n1-c1ccccc1,4,-1,3,31*,3,2,2.9,6,1
O=C(Nc1ccc(OC(F)(F)F)cc1)N1CCN(c2ccnc3cc(Cl)ccc23)CC1,9,-3,2,-3,-1,3,10*,-1,10
CN1CCN(CCCCOc2ccc(F)cc2)CC1,2,1,0,9,0,1,-1.1,-2,1
C/C(CC(=O)Nc1ccc([N+](=O)[O-])cc1)=N/NC(=O)C1C2CCCCC21 (stereo unspecified),1,-2,2,2,1,1,3.5,-1,1
CC12CCC(C(=O)N3CCCCC3)(CC1=O)C2(C)C (stereo unspecified),6,-6,-1,-12,3,1,-1.4,10,1
Cc1cc(C(F)F)nn1CC(=O)NC1CCCC1,5,3,-1,-2,-2,0,3.2,4,2
Cc1cccnc1NC(=O)/C=C/c1ccc2c(c1)OCO2,-7,-3,2,2,2,37,-1.7,9,-12
Cc1ccccc1OCC(=O)NNC(=O)CSc1nc(N)cc(N)n1,0,-3,-3,-18,5,5,2.2,-3,-2
COc1ccc(CCN2C(=O)c3ccccc3NC2c2cc(Cl)c(O)c(OC)c2)cc1 (stereo unspecified),2,0,4,-3,13,5,-1.2,-11,-18
COc1ccc(S(=O)(=O)/N=C2/NC(=O)/C(=C\c3cc(OC)c(OC)cc3[N+](=O)[O-])S2)cc1,1,0,5,4,-4,2,1.0,0,-9
O=C(N/N=C(\Cc1ncc[nH]1)c1ccccc1)c1cccnc1,2,0,-1,4,2,13,-0.1,4,-3
CS(=O)(=O)N1CCN=C1SCc1ccc(F)cc1,1,1,-5,-5,12,-1,-2.2,-1,7
O=C(O)CCC(=O)Nc1nc2ccccc2s1,3,0,-2,-3,-1,1,1.9,0,-4
Cc1cc(C(=O)NNC(=O)c2ccc(F)cc2)c(C)s1,5,x,x,x,4,2,x,2,x
CCOC(=O)c1c(NC(=S)Nc2ccccc2)sc2c1CCN(CCc1ccccc1)C2,-19,120*,3,0,x,0,-0.5,-22,-158
CCCCN(C)CCNC(=O)C(NC(=O)C1CCC(C)CC1)C(C)C (stereo unspecified),7,1,1,56*,-1,-1,-2.0,0,2
COCC(C)N1CCC(Oc2ccc(C(=O)N3CCCC3)cc2)CC1 (stereo unspecified),13,0,1,-2,7,0,3.4,0,11
Cc1ccc(C(=O)C[n+]2cc(-c3ccc(C)cc3)n3c2CCCCC3)cc1,-8,0,-2,-7,1,2,3.3,4,-5
Cc1cc(S(=O)(=O)NCc2ccccc2)ccc1OCC(=O)NCC1CCCO1 (stereo unspecified),0,-2,-2,0,5,2,0.3,-5,-2
Cc1cc(C)n(CC(=O)NNC(=O)C2CC(=O)N(Cc3ccccc3Cl)C2)n1 (stereo unspecified),6,0,3,2,3,1,1.8,2,-8
CC1(C)Cc2c(c(N3CCOCC3)nc3sc(C(=O)Nc4ccc(Cl)cc4)c(N)c23)CO1,-21,3,-3,5,4,-1,2.1,-13,5
CCOC(=O)N1CCN(C(=O)c2cnn3ccccc23)CC1,20,-1,3,-1,7,3,0.4,6,-10

# Gathered by group, those above with a CF3 group
SMILES,proCasp7 act,TPT1 inh,PP1 inh,CTSL1 counter,PAFAH2 FP inh,AHR act,PP5 primary,proCasp3 act,core dimer inh
C[C@H](CO)N1C[C@H](C)[C@@H](CN(C)CC2CCCCC2)Oc2c(NC(=O)CCC(F)(F)F)cccc2C1=O,-11,x,x,x,2,1,x,1,x
Cc1ccc(S(=O)(=O)Nc2cc(C(F)(F)F)ccc2N2CCOCC2)c(C)c1,-6,2,6,3,7,1,7.2,-13,0
O=C(Nc1ccc(OC(F)(F)F)cc1)N1CCN(c2ccnc3cc(Cl)ccc23)CC1,9,-3,2,-3,-1,3,10*,-1,10

# High-throughput results as filed in PubChem BioAssay.
